Source: PubChem (National Center for Advancing Translational Sciences (NCATS))
TCR activator – activators of T cell receptors; primary human leukocytes, anti-CD3, IL-2 HTRF, 48 h; Potency, µM (doses to about 9.22 µM), inactives show at the highest dose activation of IL-2 secretion, actives largely listed as activators; 330,000 tested, under 10 active; AID 504894; also: % of control where 0% means no effect
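TCR engagement came from a-CD3 beads alone, with compounds added to primary human leukocytes for 48 hr. Secreted IL-2 bridged europium cryptate- and d2-labelled anti-IL-2 antibodies, giving FRET emission at 665nm after 320nm excitation.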
TSHR antag – human thyrotropin receptor antagonism | TSHR-expressing cells, TSH-stimulated cAMP HTRF, 2 h; hits give low values | actives 0.2% (n = 330,000) | AID 504810 | P16473 | activity change, negative = inhibition, % at 11.5 µM;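 active = activity change below a set negative limit, meaning inhibition stronger than a set level, cut at about -70% in these data; inconclusive = activity change between two set negative limits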; also: % is scaled to controls: 0 for no effect and ±100 for the full control effect
Target sequence (P16473 whole entry, looked up): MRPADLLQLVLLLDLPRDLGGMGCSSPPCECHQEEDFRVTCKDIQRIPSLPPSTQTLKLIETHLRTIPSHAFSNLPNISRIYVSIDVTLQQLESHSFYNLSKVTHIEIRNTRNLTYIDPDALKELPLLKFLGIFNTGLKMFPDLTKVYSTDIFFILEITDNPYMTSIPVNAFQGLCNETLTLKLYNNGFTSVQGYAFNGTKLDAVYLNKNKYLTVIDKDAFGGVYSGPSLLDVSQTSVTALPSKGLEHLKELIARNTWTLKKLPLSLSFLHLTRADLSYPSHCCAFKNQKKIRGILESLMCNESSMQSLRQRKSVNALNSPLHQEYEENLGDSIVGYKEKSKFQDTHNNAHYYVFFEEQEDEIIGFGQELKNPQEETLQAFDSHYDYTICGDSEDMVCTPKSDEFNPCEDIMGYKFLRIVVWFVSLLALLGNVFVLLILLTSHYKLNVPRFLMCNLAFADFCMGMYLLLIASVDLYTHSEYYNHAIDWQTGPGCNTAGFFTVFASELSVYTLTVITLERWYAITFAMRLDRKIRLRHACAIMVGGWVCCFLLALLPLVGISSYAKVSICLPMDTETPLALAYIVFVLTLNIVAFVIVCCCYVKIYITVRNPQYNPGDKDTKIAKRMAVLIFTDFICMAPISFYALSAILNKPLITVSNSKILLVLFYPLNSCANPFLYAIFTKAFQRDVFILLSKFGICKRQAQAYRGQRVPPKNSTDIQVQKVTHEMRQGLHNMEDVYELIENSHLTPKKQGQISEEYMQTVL
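Inhibition of cAMP made by TSHR-expressing cells under TSH stimulation (4nM final, EC80; 2 h, 37 deg C) is quantified with a one-step lysis HTRF kit, anti-cAMP cryptate versus cAMP-d2.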
TRPV1 agonist – human TRPV1 agonism; Q8NER1; TRPV1-expressing cells, Fluo-8 calcium influx, agonist mode; activation, % at 8.33 µM; actives 0.19% (n = 320,000); AID 540275; in the data active = activation above about 80%; inconclusive = between about 30% and that limit; also: 0% is about no effect
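TRPV1-expressing cells were cultured overnight at 35.5C and loaded with Fluo-8 calcium dye for 40 to 90 min at room temperature. After a 10 s baseline, compound was added and calcium influx was read kinetically for 3 min (ex 480/em 520 nm).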
Eya2 inh – blocks the phosphatase activity of human Eya2. O00167. Potency, µM (doses to about 76.9 µM), for inactives: at the top dose activity, negative = inhibition, hits mostly inhibitors. AID 488837. actives 0.006% (n = 330,000). recombinant Eya2, OMFP fluorescence dephosphorylation (OMFP is methylfluorescein phosphate); also: potency is read from the fitted curve at half-maximal effect; % is scaled to controls: 0 for no effect and ±100 for the full control effect
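Eya2 (0.2 uM) preincubated 10 min at ambient with compound, then OMFP substrate added at 50 uM; 10 min reaction in 50 mM HEPES pH 7.5, 50 mM NaCl, 5 uM MgCl2, 0.05% BSA, 1 mM DTT. Fluorescence read at Ex 485/Em 525 nm.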
USP2a inh – inhibitors of human ubiquitin-specific protease USP2a | O75604 | USP2 core, Ub-CHOP2 coupled fluorogenic reporter, 485/531 | Potency, µM (top dose mostly 38.3 µM), for the others: top-dose activity change, negative = inhibition, hits mostly inhibitors | actives 0.01% (n = 330,000) | AID 463254;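 also: potency is read from the fitted curve at half-maximal effect; plate controls were DMSO wells for no effect and full inhibition by NEM control for full effect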
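Deubiquitinase activity read as fluorescence (485/531 nm) after Ub-CHOP2 cleavage activates the enterokinase reporter on its substrate; USP2 core 10nM, Ub-CHOP2 and substrate 25nM each, 30min compound preincubation then 60min RT; data normalized to NEM, curves fitted.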
KCNH2 WT inh – inhibitors of human wildtype KCNH2 potassium channel; actives 0.37% (n = 340,000); activity change, % at 1.84 µM; Q12809; U2OS, BacMam KCNH2, thallium flux FluxOr; hits give low values;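 active = maximum activity change below -70%; inconclusive = maximum activity change between -70% and -50%; inactive = maximum activity change above -50%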; also: % is scaled to controls: 0 for no effect and ±100 for the full control effect
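U2OS cells transduced with wild-type KCNH2 virus are loaded with FluxOr dye for 45 min, and thallium flux is measured in kinetic reads before and after stimulation buffer. Rate constants are normalized to DMSO controls.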
ELG1 DNA repair – ELG1-dependent DNA repair inhibition. Potency, µM (series often up to 46.1 µM), without a hit: top-dose activity change, negative = inhibition, hits mostly inhibitors. actives 2.3% (n = 330,000). HEK293T ELG1-luciferase reporter, luminescence, 16 h; DNA damage induced by 5-fluorouridine; also: potency is read from the fitted curve at half-maximal effect; % is scaled to controls: 0 for no effect and ±100 for the full control effect; nearly all actives have a fitted effect of over 55% in size
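Cells (2,000 per well) received 5-fluorouridine plus test compound or DMSO and were incubated 16 hr at 37 °C, 5% CO2. Luciferase activity was read by luminescence 30 min after ONE-Glo addition; signal suppression marked inhibition of damage-induced ELG1 function.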
KCNH2 3.1 inh – KCNH2 3.1 (human) potassium channel inhibition; actives 0.95% (n = 340,000); activity change, % (tested at about 1.8 µM); U2OS KCNH2 3.1, thallium flux FluxOr; hits give low values; AID 720553;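 active = maximum activity change below -70%; inconclusive = maximum activity change from -70% to -50%; inactive = maximum activity change above -50%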;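 also: thallium influx rate constant from kinetic fluorescence after stimulation buffer; % is scaled to controls: 0 for no effect and ±100 for the full control effect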
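Channel expression came from 3.1 mutant virus (1.77 x 10^8 /mL) applied to suspended U2OS cells for 4 h. Flux was tracked with FluxOr dye plus Red40 quencher, and kinetic rate constants normalized to controls.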
A-T KAP1 phos – candidate therapy for ataxia-telangiectasia; […] A-T fibroblasts, KAP-1 phosphorylation AlphaLISA; neocarzinostatin DNA damage 30 min before lysis; Potency, µM (top dose mostly 57.5 µM), for inactives: top-dose activation, usual class: activators; actives 0.19% (n = 320,000); also: potency is read from the fitted curve at half-maximal effect; % of control where 0% means no effect; nearly all actives have a fitted effect of over 45% in size
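hTERT-immortalized A-T patient fibroblasts ([…]), 500 cells/well in OPTI-MEM, 1% FBS, got compounds for 60 min, then NCS for 30 min at 37C. Lysates were then assayed for phospho-KAP-1 by AlphaLISA (anti-pKAP1 donor, anti-KAP1 acceptor beads), 6 hr at 25C.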
Mito fusion yeast – mitochondrial division inhibition or fusion activation; S. cerevisiae fusion-defective mutant growth rescue, CellTiterGlo 48 h; Potency, µM (doses to about 46.1 µM), without a hit: at the top dose growth rescue (activation), usual class: activators; actives 0.23% (n = 320,000); AID 485298;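 also: potency is read from the fitted curve at half-maximal effect; % of control where 0% means no effect; nearly all actives have a fitted effect of over 45% in size; temperature-sensitive fusion mutants such as fzo1-1 at 37 °C on non-fermentable ethanol glycerol medium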
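Yeast fusion mutant, YPEG (non-fermentable carbon), compound, 48 h at 37C non-permissive; CellTiterGlo added, 10 min RT, luminescence read. Rescued growth = division inhibition.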
An asterisk follows results filed as active; [ ] = dose if it differs, or a comment. Unless noted, calls follow the shape of the dose curve; as a rule, active = well fitted curve in the direction sought with a large enough effect; inconclusive = small, poorly fitted or top-dose-only effect, or another doubt; inactive = no such curve, though single readings can be large; an effect the other way counts as inactive or inconclusive. The list is partial; count on the stated rates, not on these rows.

Screening CCOC(=O)c1c(C)[nH]c(C(=O)N(C)CC(=O)Nc2ccc(OC)cc2)c1C returned TCR activator -3.9%, TSHR antag 5.3, TRPV1 agonist 2.2, Eya2 inh -7.1%, USP2a inh -0.8%, KCNH2 WT inh -1.4, ELG1 DNA repair -9.9%, KCNH2 3.1 inh 9.5, A-T KAP1 phos -6.5% and Mito fusion yeast -5.4%.
For O=C(CCS(=O)(=O)c1ccc(Br)cc1)N1CCN(c2ccc(F)cc2)CC1 the results were TCR activator -3.6%, TSHR antag -0.1, TRPV1 agonist -1.1, Eya2 inh 2.8%, USP2a inh -0.3%, KCNH2 WT inh 16.2, ELG1 DNA repair -1.3%, KCNH2 3.1 inh -20.3, A-T KAP1 phos 8.5% and Mito fusion yeast 2.6%.
For COc1ccccc1N(CCC#N)C(=O)CSc1ccc2c(c1)OCCO2 the results were TCR activator -3.5%, TSHR antag -8.4, TRPV1 agonist -1.4, Eya2 inh -2.6%, USP2a inh -1.8%, KCNH2 WT inh -4.5, ELG1 DNA repair inconclusive, KCNH2 3.1 inh -5.9, A-T KAP1 phos -0.5% and Mito fusion yeast 5.3%.
`CCOC(=O)CSc1n[nH]c(NC(=O)c2ccc(F)cc2)n1` gave TCR activator -2.4%, TSHR antag 9.0, TRPV1 agonist -4.8, Eya2 inh -6.9%, USP2a inh 0.6%, KCNH2 WT inh 1.2, ELG1 DNA repair 3.3%, KCNH2 3.1 inh 7.0, A-T KAP1 phos 11.7% and Mito fusion yeast 1.5%.
COc1ccc(NC(=O)c2ccsc2NC(C)=O)cc1 was read as TCR activator -5.7%, TSHR antag -8.8, TRPV1 agonist -8.3, Eya2 inh 2.6%, USP2a inh -9.7%, KCNH2 WT inh -5.2, ELG1 DNA repair inconclusive, KCNH2 3.1 inh 8.4, A-T KAP1 phos 2.5% and Mito fusion yeast -0.1%.
Screening c1ccc(COC2CCCN(Cc3nc(Cc4ccccc4)no3)C2)cc1 (centres undefined) returned TCR activator -1.4%, TSHR antag 23.4, TRPV1 agonist -3.3, Eya2 inh -14.0%, USP2a inh 0.2%, KCNH2 WT inh 24.4, ELG1 DNA repair -15.8%, KCNH2 3.1 inh -6.2, A-T KAP1 phos 8.3% and Mito fusion yeast 4.7%.
`O=C(Nc1cccc2ccccc12)NC1CCS(=O)(=O)C1` (centres undefined) gave TCR activator -0.4%, TSHR antag -8.1, TRPV1 agonist 0.2, Eya2 inh -15.2%, USP2a inh 3.1%, KCNH2 WT inh -12.4, ELG1 DNA repair -4.8%, KCNH2 3.1 inh 15.8, A-T KAP1 phos -3.5% and Mito fusion yeast -4.2%.
Screening COCCN(Cc1ccccc1)C(=S)Nc1ccc(OC(F)F)cc1 returned TCR activator 1.7%[46.1 µM], TSHR antag -5.0, TRPV1 agonist 5.7, Eya2 inh -15.9%, USP2a inh 1.4%, KCNH2 WT inh -9.4, ELG1 DNA repair -1.7%, KCNH2 3.1 inh -32.4, A-T KAP1 phos 0.9% and Mito fusion yeast 12.3%.
`CNC(=S)N/N=C(\C)c1ccc(Cl)c(Cl)c1` gave TCR activator 4.7%, TSHR antag 6.5, TRPV1 agonist 10.4, Eya2 inh 16.5%, USP2a inh 0.8%, ELG1 DNA repair 16.6% and Mito fusion yeast -9.3%.
For Cn1nc(C(F)(F)F)c(/C=N/OC(=O)c2ccccc2)c1Sc1ccc(Cl)cc1 the results were TCR activator -0.3%, TSHR antag -2.9, TRPV1 agonist 2.9, Eya2 inh -7.8%, USP2a inh -2.9%, KCNH2 WT inh 3.0, ELG1 DNA repair inconclusive, KCNH2 3.1 inh -19.5, A-T KAP1 phos 10.5% and Mito fusion yeast -0.2%.
`Oc1nc(Nc2ccc(Cl)cc2Cl)sc1/C=C1\C=Nc2ccccc21` gave TCR activator 5.8%[46.1 µM], TSHR antag 4.0, TRPV1 agonist 5.7, Eya2 inh 1.3%, USP2a inh -1.0%, KCNH2 WT inh -6.6, ELG1 DNA repair 9.2%, KCNH2 3.1 inh -3.8, A-T KAP1 phos 0.5% and Mito fusion yeast 13.6%.
Screening CN(C(=O)CSc1nnc(-c2ccco2)n1C)C1CCCCC1 returned TCR activator -1.5%, TSHR antag 9.4, TRPV1 agonist 2.7, Eya2 inh -2.0%, USP2a inh 2.5%, KCNH2 WT inh 1.2, ELG1 DNA repair 4.5%, KCNH2 3.1 inh 17.7, A-T KAP1 phos 1.3% and Mito fusion yeast -0.5%.
For Cc1nnc(SCC(=O)N(C2CCCCC2)C2CCS(=O)(=O)C2)n1N (centres undefined) the results were TCR activator -5.4%, TSHR antag 13.4, TRPV1 agonist -8.1, Eya2 inh -4.5%, USP2a inh 0.5%, KCNH2 WT inh -6.8, ELG1 DNA repair 20.3%, KCNH2 3.1 inh 14.3, A-T KAP1 phos -6.0% and Mito fusion yeast -6.9%.
Screening Cc1cc(C(=O)N/N=C/c2cccnc2)n[nH]1 returned TCR activator -3.8%, TSHR antag 7.9, TRPV1 agonist 0.0, Eya2 inh -17.0%, USP2a inh 7.4%, KCNH2 WT inh 4.9, ELG1 DNA repair 24.4%, KCNH2 3.1 inh -3.9, A-T KAP1 phos 1.5% and Mito fusion yeast -3.7%.
`CCCn1c(SCC(=O)NC2CCCC2)nnc1-c1cccnc1` gave TCR activator 0.2%, TSHR antag 1.6, TRPV1 agonist -0.2, Eya2 inh 13.8%, USP2a inh 1.6%, KCNH2 WT inh -21.0, ELG1 DNA repair 10.8%, KCNH2 3.1 inh 10.3, A-T KAP1 phos 1.8% and Mito fusion yeast 3.5%.
`COc1ccc(CCNc2cn[nH]c(=O)c2Cl)cc1OC` gave TCR activator -1.5%, TSHR antag -14.9, TRPV1 agonist -1.1, Eya2 inh inconclusive, USP2a inh 2.3%, KCNH2 WT inh -5.6, ELG1 DNA repair 16.9%, KCNH2 3.1 inh 23.7, A-T KAP1 phos 3.4% and Mito fusion yeast -2.6%.
COc1ccc(-n2c(=O)c3ccccc3n(CC(=O)c3ccccc3)c2=O)cc1OC was read as TCR activator -10.2%, TSHR antag 4.2, TRPV1 agonist 2.5, Eya2 inh -12.6%, USP2a inh 7.1%, KCNH2 WT inh -11.2, ELG1 DNA repair -4.7%, KCNH2 3.1 inh 2.4, A-T KAP1 phos 5.1% and Mito fusion yeast -9.1%.
`CCOc1ccc(Cn2ccnc2CCl)cc1[N+](=O)[O-]` gave TCR activator 0.8%, TSHR antag 3.9, TRPV1 agonist -4.5, Eya2 inh 6.3%, USP2a inh 7.3%, KCNH2 WT inh 19.4, ELG1 DNA repair -2.2%, KCNH2 3.1 inh -10.8, A-T KAP1 phos 1.9% and Mito fusion yeast -0.2%.
For CC1(c2cnc(Nc3ccccc3)s2)CCC(=O)O1 (centres undefined) the results were TCR activator -1.7%, TRPV1 agonist -2.9, KCNH2 WT inh 1.7, KCNH2 3.1 inh 1.3 and Mito fusion yeast -3.2%.
COC(=O)c1ccc(NC(=S)NC2CCc3ccccc32)cc1 (centres undefined) was read as TCR activator 3.7%, TSHR antag 4.7, TRPV1 agonist inconclusive, Eya2 inh -3.9%, USP2a inh 0.0%, KCNH2 WT inh -4.3, ELG1 DNA repair 7.1%, KCNH2 3.1 inh 0.4, A-T KAP1 phos 6.6% and Mito fusion yeast 10.4%.
`CC(Oc1ccc(F)cc1Br)c1nc2ccccc2c(=O)[nH]1` (centres undefined) gave TCR activator 1.0%, TSHR antag -0.1, TRPV1 agonist 3.4, Eya2 inh 9.4%, USP2a inh 0.4%, KCNH2 WT inh 3.6, ELG1 DNA repair inconclusive, KCNH2 3.1 inh -1.5, A-T KAP1 phos 7.6% and Mito fusion yeast 20.2%.
N#C/C(=C/c1ccncc1)c1nc2ccccc2s1 was read as TCR activator 1.8%, TSHR antag 1.7, TRPV1 agonist 10.3, Eya2 inh -1.1%, USP2a inh 7.1%, KCNH2 WT inh -7.1, ELG1 DNA repair 4.7%, A-T KAP1 phos 3.7% and Mito fusion yeast -3.0%.
For COc1ccc(CNc2ncnc3c2[nH]c2cc(OC)c(OC)cc23)cc1 the results were TCR activator 4.4%, TSHR antag 1.2, TRPV1 agonist 1.0, Eya2 inh -13.0%, USP2a inh -1.9%, KCNH2 WT inh -14.1, ELG1 DNA repair inconclusive, KCNH2 3.1 inh -1.1, A-T KAP1 phos -17.5% and Mito fusion yeast -4.2%.
`Cc1ccsc1C(=O)N1CCCC(CO)(Cc2ccccc2)C1` (centres undefined) gave TCR activator -0.4%, TSHR antag -21.0, TRPV1 agonist 18.8, Eya2 inh -2.2%, USP2a inh 2.5%, KCNH2 WT inh 7.5, ELG1 DNA repair -3.7%, KCNH2 3.1 inh 20.5, A-T KAP1 phos 4.8% and Mito fusion yeast -0.2%.
